# Assay outcomes: PubChem BioAssay, several laboratories
# NPY Y1 blocker – NPY-Y1 receptor antagonists, primary screen, cell-based; AID 1040, 2008; HEK293-CNG Y1 cells, membrane potential fluorescence; NPY at EC95, then isoproterenol; inhibition, % at 3.6 µM; Neuropeptide Y receptor type 1 (Homo sapiens), P25929; 200,000 tested, 1% active;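 active means inhibition above the campaign mean inhibition of all tested compounds plus 3 SD, cut at about 20% in these data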;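 further: 0% = DMSO wells given NPY plus isoproterenol and 100% = isoproterenol alone without NPY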
# Target sequence (P25929 whole entry, looked up): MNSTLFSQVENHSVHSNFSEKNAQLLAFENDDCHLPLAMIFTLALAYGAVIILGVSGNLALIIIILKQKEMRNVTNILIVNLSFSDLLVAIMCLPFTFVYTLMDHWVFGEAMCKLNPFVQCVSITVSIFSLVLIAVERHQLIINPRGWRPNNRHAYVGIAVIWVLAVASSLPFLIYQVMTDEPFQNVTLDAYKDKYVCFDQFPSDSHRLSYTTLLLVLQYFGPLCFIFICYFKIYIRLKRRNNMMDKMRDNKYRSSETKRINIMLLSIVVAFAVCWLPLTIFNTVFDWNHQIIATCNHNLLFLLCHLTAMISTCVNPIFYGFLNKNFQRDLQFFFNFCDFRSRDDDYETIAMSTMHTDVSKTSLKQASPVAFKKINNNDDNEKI
#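 material = HEK293 cells with Y1 receptor plus CNG channel | also added = NPY 25 nM then isoproterenol 1 µM plus Ro 20-1724 25 µM | schedule = dye 3 h, compound 60 min room temperature, stimulation 45 min | measured by = membrane potential fluorescence | benchmarks = high control isoproterenol alone, low control NPY with isoproterenol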
# NPY-Y1 PAM-ag – NPY-Y1 receptor potentiators or agonists, primary screen, cell-based. Neuropeptide Y receptor type 1 (Homo sapiens), P25929. NPY-Y1 expressing cells, potentiator/agonist activation. activation, % at 3.6 µM. 220,000 tested, 0.37% active. AID 1304, 2008; in the data active means activation above about 33%, passing the limit was not always enough;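 further: cells stimulated with NPY at EC10 then isoproterenol at EC100; 0% = low agonist plus stimulus and 100% = saturating agonist plus stimulus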
# BaF3 tox – parental Ba/F3 cell viability inhibition, counter-screen for JAK2V617F inhibitor project, murine pro-B, CellTiter-Glo luminescence. inhibition, % at 5.6 µM. AID 1486, 2009. CellTiter-Glo ATP luminescence. 220,000 tested, 1.1% active;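 active means inhibition above a per-campaign cutoff, the mean inhibition of all tested compounds plus 3 SD, cut at about 27% in these data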;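 further: 0% = DMSO wells and 100% = JAK Inhibitor I control wells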
# Ba/F3 V617F tox – reduced viability of JAK2V617F-dependent Ba/F3 cells, primary screen, JAK2V617F inhibitor project, cell-based, Ba/F3 EpoR-JAK2V617F, luminescence; AID 1446, 2008; inhibition, % at 5.6 µM; 220,000 tested, 1.1% active; ATP luminescence;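 active means inhibition above the campaign mean plus 3 SD over all tested compounds, cut at about 24% in these data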;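 further: cytokine-independent growth of Ba/F3 cells driven by EpoR plus mutant JAK2; 0% = DMSO-treated cells and 100% = JAK inhibitor I control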
# NCF1 inh – p47phox/p22phox peptide binding inhibitors, primary screen, biochemical, uHTS, NADPH oxidase regulatory subunit; Neutrophil cytosol factor 1 (Homo sapiens), P14598; fluorescence polarization, 2 h; inhibition, % at 24.7 µM; 220,000 tested, 0.53% active; AID 1274, 2008;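 active means inhibition above about 30%, limit read from the data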;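 further: 0% = p47phox with labelled peptide and 100% = labelled peptide alone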
# S1P4 antag – S1P4 receptor antagonists, primary screen, cell-based. 220,000 tested, 0.26% active. S1P4-expressing cells, antagonist mode, reporter read-out. inhibition, % at 4.98 µM. AID 1510, 2009. Sphingosine 1-phosphate receptor 4 (Homo sapiens), O95977; in the data active means inhibition above about 29%;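 further: 0% = wells stimulated with agonist and 100% = vehicle wells without agonist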
# Target sequence (O95977 whole entry, looked up): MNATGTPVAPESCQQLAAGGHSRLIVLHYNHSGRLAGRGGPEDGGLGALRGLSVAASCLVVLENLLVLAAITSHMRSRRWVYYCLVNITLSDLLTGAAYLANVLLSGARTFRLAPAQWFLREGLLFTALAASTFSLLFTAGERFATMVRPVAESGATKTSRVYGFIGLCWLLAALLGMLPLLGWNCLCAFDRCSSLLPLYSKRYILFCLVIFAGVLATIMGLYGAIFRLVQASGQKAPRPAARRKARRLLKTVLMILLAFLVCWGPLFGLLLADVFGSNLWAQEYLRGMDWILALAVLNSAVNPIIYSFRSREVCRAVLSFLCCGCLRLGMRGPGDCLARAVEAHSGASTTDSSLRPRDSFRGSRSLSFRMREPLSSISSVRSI
# S1P4 agonist – S1P4 receptor agonists, primary screen, cell-based | S1P4-expressing cell line, agonist reporter assay | activation, % at 4.98 µM | 220,000 tested, 0.35% active | AID 1509, 2009; in the data active means activation above about 11%;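 further: 0% = DMSO vehicle and 100% = reference agonist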
# NPY2 pot ag – NPY-Y2 potentiators or agonists, primary screen, cell-based; Neuropeptide Y receptor type 2 (Homo sapiens), P49146; cells expressing NPY-Y2, potentiator/agonist read-out; activation, % at 3.6 µM; 220,000 tested, 0.45% active; AID 1359, 2008; in the data active means activation above about 27%;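 further: cells stimulated with NPY near EC25 plus isoproterenol at EC100; 0% = vehicle plus submaximal agonist and 100% = vehicle plus saturating agonist; some results beyond the cut were filed as inactive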
# CHOP inh – inhibitors of CHOP promoter induction, primary screen, cell-based, unfolded protein response, luciferase reporter | 220,000 tested, 3.8% active | CHO-K1 CHOP-promoter luciferase, tunicamycin-induced, 15-18 h | inhibition, % at 10 µM;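 active means compounds that reduced the stress-induced luciferase reporter signal by more than about 70% of percent inhibition, limit read from the data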;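 further: 0% = tunicamycin plus vehicle and 100% = wells without tunicamycin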
# * hit, by the source's call; / = no result given.
SMILES,NPY Y1 blocker,NPY-Y1 PAM-ag,BaF3 tox,Ba/F3 V617F tox,NCF1 inh,S1P4 antag,S1P4 agonist,NPY2 pot ag,CHOP inh
CCOc1ccc2nc(Cl)sc2c1,-3,2,3,-1,7,-7,0.9,-1,5
O=c1[nH]c(CS(=O)(=O)c2ccccc2)nc2ccccc12,15,5,6,-1,1,-11,-0.5,9,-10
CCCn1nc(C(=O)NC2CCCc3ccccc32)c2ccccc2c1=O (stereo not given),19,-81,4,-2,-9,-5,-0.7,-27,50
C=CCNC(=S)NCc1ccc(CNC(=S)NCC=C)cc1,4,0,3,4,-2,-19,1.1,-7,-7
Nc1c(C(=O)NCCN2CCOCC2)c2nc3ccccc3nc2n1-c1ccccc1,0,1,8,5,-11,-5,4.1,-2,19
CC(C)C(OC(=O)CCC(=O)Nc1nccs1)C(=O)NC1CCCCC1 (stereo not given),2,-2,-1,2,3,-15,0.5,-14,16
CCOC(=O)N1CCC(Nc2c(NCCCN(C)Cc3ccccc3)c(=O)c2=O)CC1,5,-11,4,0,-12,-3,-1.3,-9,14
O=C(COc1cccc2cccnc12)Nc1ccccc1N1CCOCC1,-1,17,4,1,-7,-9,0.0,18,-1
S=C(NCc1ccc2[nH]c3c(c2c1)CCCC3)Nc1ccccc1Cl,-5,21,8,1,-4,-6,1.7,5,24
O=C(CSc1nnc2c(n1)[nH]c1ccc(S(=O)(=O)N3CCOCC3)cc12)Nc1ccc(F)c(F)c1,-4,19,9,2,-14,-12,0.6,8,34
Oc1c(N=NC(=S)Nc2ccccc2F)c2ccccc2n1Cc1cccc(Cl)c1,11,-2,1,3,-12,-6,-1.4,-4,0
CCN(CC)C(=O)c1cc2c(=O)n3cccc(C)c3nc2n1C,0,2,2,-4,-33,-6,-0.1,7,0
Cc1ccc(SCC(=O)NCCCN2CCOCC2)cc1,1,-21,-1,-3,-3,-12,1.1,4,5
Cc1ccc(/C=C2\S/C(=N/S(=O)(=O)c3cccs3)NC2=O)cc1,/,18,-2,-4,-31,-4,1.1,0,7
Cc1ccc(-n2c(C)nn(CC#N)c2=O)cc1,-3,19,2,-1,-4,0,1.2,6,20
Cc1c(C(=O)NCC2CCCO2)oc2ccc(S(=O)(=O)N3CCCC3)cc12 (stereo not given),4,18,6,2,-16,-8,0.0,15,11
Cc1nn(-c2ccccc2)c2c1P(=O)(O)/C(=C1\N(C)c3ccccc3C1(C)C)C=N2,2,6,7,-6,-28,5,0.5,18,55
Cc1cc(C)n(-c2nc(NC(C)(C)C)nc(NC(C)(C)C)n2)n1,6,2,3,-3,-4,-2,-0.7,-2,78*
CCc1ccccc1NC(=O)c1ccccc1Sc1ccc([N+](=O)[O-])cc1Cl,11,-38,3,-2,-2,-12,0.5,-4,18
CCc1nnc(NC(=O)c2cccnc2SC)s1,1,-2,4,0,-10,-18,0.5,-4,31
COc1ccc(F)cc1C(=O)C1CCCN(C(=O)c2cccc(N(C)C)c2)C1 (stereo not given),-2,-9,5,102*,-5,-10,0.0,-2,-3
Cn1nc(C(C)(C)C)cc1NC(=O)Nc1ccc(F)cc1F,/,13,0,-5,7,7,-2.6,-7,12
ClCC1=Nc2cccc3cccc(c23)N1,/,13,5,-4,10,-27,-2.2,1,-27
Cn1cccc1CC(=O)NNC(=S)Nc1ccc(Cl)cc1Cl,-3,-2,1,-5,-12,1,1.0,1,11
CN(C(=O)COC(=O)C1CCN(S(=O)(=O)c2cccs2)CC1)C1CCS(=O)(=O)C1 (stereo not given),1,2,8,2,-18,-8,-0.2,11,6
Cn1nnnc1SCC(=O)Nc1ccc(Oc2ccccc2)cc1,6,-15,2,1,-12,-10,1.2,4,75*
CC(=O)NCC(=O)N(c1c(C)n(C)n(-c2ccccc2)c1=O)C1(C(=O)NC2CCCC2)CCCCC1,-2,3,7,0,-9,-4,0.8,11,15
Cc1nn(C)cc1NC(=O)CCSc1nc(-c2ccco2)cc(C(F)(F)F)n1,6,-12,7,3,-3,-6,-2.2,6,49
Cc1cc(C)c(N(C(=O)CN2C(=O)c3ccccc3S2(=O)=O)C(C(=O)NCC2CCCO2)c2ccc(F)cc2)c(C)c1 (stereo not given),-5,10,3,0,-6,-6,-0.7,8,53
Cc1cc(NS(=O)(=O)c2ccc(NC(=O)Cc3cccs3)cc2)no1,4,-47,6,-1,-11,2,0.9,-2,16
COCc1cc(=O)n2c([nH]c3ccccc32)c1C#N,0,-16,0,-1,-1,3,3.5,-14,-31
COc1ccc(/C=N/NC(=O)c2nc(Cl)c(Cl)c(N)c2Cl)cc1COc1ccc(F)cc1F,15,-42,1,3,-28,-15,0.6,-5,100*
CCOc1ccc(CCNC(=O)c2cc3sccc3n2C)cc1OCC,0,-6,3,-1,-6,-28,1.1,-18,-3
COCCNCC(=O)NC12CC3CC(CC(C3)C1)C2,3,-25,0,-2,10,-13,2.4,-26,61
CCOC(=O)Nc1sc(C(=O)N(CC)CC)c(C)c1C(=O)OCC,1,-14,4,0,-10,5,0.8,-1,47
O=[N+]([O-])c1cc(-c2nnc(Nc3ccc(O)cc3)c3ccccc23)ccc1N1CCOCC1,-5,-9,4,0,-14,-2,0.4,5,25
Cc1nn(CC(=O)N/N=C/c2cccs2)c(C)c1[N+](=O)[O-],/,-6,0,-2,0,-5,-0.4,1,12
COc1ccc([N+](=O)[O-])cc1N(CC(O)CN1CCCCC1)S(=O)(=O)c1ccc(C)cc1 (stereo not given),1,21,9,-1,7,-5,0.6,6,3
CC(C)(C)NC(=O)/C=C/c1ccc(C(F)(F)F)cc1,2,-3,-1,-6,0,-7,2.4,-19,28
CCN(c1ccccc1)S(=O)(=O)c1ccc(C(=O)Nc2nccs2)cc1,2,-8,6,-3,0,-8,-1.8,5,32
CCOC(=O)c1c(N)sc(C(=O)N2CCCCC2)c1C,1,17,2,-3,9,-7,0.0,17,-11
c1ccc(Oc2nc(NCc3ccco3)nc(NCc3ccco3)n2)cc1,-5,-11,4,2,-23,3,-2.8,12,-5
CCN(CC)C(=O)C12CC3CC(CC(Cl)(C3)C1)C2,2,-9,8,0,-2,3,-0.3,11,4
Cc1cc(C(=O)COC(=O)Cn2c(C(F)(F)F)nc3ccccc32)c(C)n1Cc1ccco1,0,-12,2,4,2,-30,2.1,-8,-5
CC(C)COc1ccc(-c2nnc(-c3ccncc3)o2)cc1,0,-19,7,3,-10,-6,2.1,-20,19
Cc1ccc(OCC(=O)NNC(=O)C2CCN(c3nc(C)cc(C)n3)CC2)cc1,-4,-13,3,-4,1,-27,-0.2,11,-11
Cc1ccc(/C=N/N=C/c2ccc(C)s2)s1,-2,18,5,2,6,-7,-0.5,-7,33
Cc1cccc(N(C(=O)c2csnn2)C(C(=O)NC(C)(C)C)c2cccnc2)c1 (stereo not given),2,9,3,-2,-3,-18,0.3,11,6
O=C1NN(c2ccccc2)C(=O)/C1=C\c1ccccc1OCC(=O)N1CCOCC1,1,21,-2,1,-6,3,-0.1,9,-10
Cc1ccc(NC2=C(Cl)C(=O)N(C3CCCCC3)C2=O)cc1,10,-10,9,2,-15,-15,-0.4,-2,31
COc1ccc(N2C(=O)CC(N3CCN(C4CCc5ccccc5C4)CC3)C2=O)cc1 (stereo not given),9,4,4,2,-5,-11,1.3,-11,49
CC(=O)c1sc(NCCOc2ccc(C)cc2)nc1C,0,6,6,1,-10,-11,0.8,4,27
Cc1ccc(-c2c[n+](CC(=O)c3ccc(Br)cc3)c3n2CCCCC3)cc1,35*,-34,69*,77*,-5,-12,-0.3,5,-9
CC(C)(O)C#Cc1ccc(C(=O)NCc2ccccc2F)cc1,3,2,1,-4,-15,-5,-0.2,-1,-20
Cc1cc(NC(=O)CCC(=O)N(c2ccccc2)C(C(=O)NC2CCCC2)c2ccncc2)no1 (stereo not given),-2,10,-2,-4,-1,-12,2.9,9,0
c1ccc(-c2csc(NNC3=NCCCCC3)n2)cc1,-2,5,2,-4,-1,-2,-1.9,10,23
Cc1ccc([N+](=O)[O-])cc1S(=O)(=O)NCCc1c(C)[nH]c2c(C)cccc12,-6,27,4,-2,-4,-6,0.8,15,7
Cc1cccc(NCCC#N)c1,-4,20,11,4,-1,-7,2.5,5,-10
CCCCn1c(=O)[nH]c(=O)c2c(C(=O)OCC)cc(-c3ccc(OC(F)F)cc3)nc21,3,12,4,2,-12,-14,-0.1,12,-18
CCOC(=O)C1C(=O)OC2(CCCCC2)C1C(=O)OCC (stereo not given),0,2,4,0,-9,1,-0.6,-8,23
# (more compounds)
SMILES,NPY Y1 blocker,NPY-Y1 PAM-ag,BaF3 tox,Ba/F3 V617F tox,NCF1 inh,S1P4 antag,S1P4 agonist,NPY2 pot ag,CHOP inh
NC(=S)N/N=C/c1cc([N+](=O)[O-])ccc1Cl,0,-4,0,1,-3,8,-1.5,1,-16
CC[N+]1(CC)CC2CCC(C)(C1)C2(C)C (stereo not given),1,1,9,-2,1,-12,1.6,-15,5
CCOc1ccc(N2C(=O)CC(S/C(N)=N/N=C/c3cccs3)C2=O)cc1 (stereo not given),4,14,-1,-3,-6,-19,-2.0,4,28
O=C(/C=C/c1ccco1)NC1CCCC1,8,19,2,-1,-7,0,-1.1,5,-12
CC(=O)NC(CCCN1C(=O)c2ccccc2C1=O)c1nnn(C)n1 (stereo not given),0,12,3,-1,-6,-16,1.3,13,38
Cc1cc(C)c2oc(=O)cc(CN3CCN(Cc4ccc5c(c4)OCO5)CC3)c2c1,1,-26,7,1,-10,1,1.9,1,38
Cc1ccc(CNc2nc(Cl)c(C#N)s2)cc1,-4,3,1,-4,5,1,1.7,0,18
C=CCNC(=O)CN1CCC(n2c(C)nc3cc(C(F)(F)F)ccc32)CC1,-1,-14,4,1,-8,-3,-0.2,-5,4
CN(C)/C=N/c1cc(=O)n(C)c(=O)n1Cc1ccccc1,-4,-17,5,0,0,1,-0.2,5,31
Cc1ccc(NS(=O)(=O)c2cccc(C(=O)O)c2)c(C)c1,1,4,2,0,-1,8,-2.6,-9,-10
CCCc1ccc(C(=O)NC(=O)c2ccccc2O)cc1,/,-4,-1,-3,-6,-7,0.5,4,63

# Record cards, from the list above:
# Cc1ccc(-n2c(C)nn(CC#N)c2=O)cc1 is entered as NPY Y1 blocker: -3; NPY-Y1 PAM-ag: 19; BaF3 tox: 2; Ba/F3 V617F tox: -1; NCF1 inh: -4; S1P4 antag: 0; S1P4 agonist: 1.2; NPY2 pot ag: 6; CHOP inh: 20
# Cc1cc(C)c2oc(=O)cc(CN3CCN(Cc4ccc5c(c4)OCO5)CC3)c2c1 is entered as NPY Y1 blocker: 1; NPY-Y1 PAM-ag: -26; BaF3 tox: 7; Ba/F3 V617F tox: 1; NCF1 inh: -10; S1P4 antag: 1; S1P4 agonist: 1.9; NPY2 pot ag: 1; CHOP inh: 38
